GSK3beta inhib – human GSK3beta kinase inhibition; P49841; GST-GSK3beta kinase, ADP-Glo luminescence, 60 min; hits give low values; activity score (negative = inhibition), % at 10 µM; actives 0.038% (n = 300,000);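 active means more than half of replicate wells score below -50%, meaning over 50% inhibition versus plate controls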;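 further: 0% = median DMSO wells and -100% = median GW8510 positive control wells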
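test system = GST-tagged human GSK3beta kinase, cell-free | reagent = 25 µM ATP with peptide substrate | dosing = one dose of 10 µM per compound | schedule = 60 min reaction, RT | detection = luminescent ADP-Glo measurement of ADP formed | control set = DMSO neutral wells and GW8510 at 20 µM as positive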
HDAC3 inh – inhibitors of human histone deacetylase 3. O15379. recombinant HDAC3, fluorogenic peptide/trypsin coupled, fluorescence. inhibition, % at 8.3 µM. actives 0.15% (n = 320,000). AID 2718; in the data active means inhibition above about 26%, passing the limit was not always enough
KCNQ1 pot – potentiates or activates the human KCNQ1 potassium channel | B-score at 10 µM | P51787 | CHO-K1 KCNQ1, thallium flux FluxOR fluorescence; hits give high values | actives 0.35% (n = 310,000);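 active means fluorescence ratio B-score, a plate-corrected score, at least three library SD, with initial intensity B-score within 5 SD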
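Schedule – 37 °C overnight plating, 90-min dark dye load, 20-min compound pretreatment · System – stable KCNQ1 CHO-K1 line · Probe or stimulus – thallium- and potassium-containing depolarizing buffer · Measured by – kinetic FluxOR fluorescence, 10 s baseline plus 110 s post-stimulus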
GSK3A inh – inhibitors of human GSK-3 alpha kinase | inhibition, % at 10 µM | actives 0.1% (n = 320,000) | ADP-Glo luminescence, 60 min;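 in the data active means inhibition above about 50%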;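 further: GST-tagged GSK-3 alpha with peptide substrate and 25 µM ATP; 0% = DMSO neutral wells and 100% = GW8510 positive control wells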
KCNQ1 block – blocks the human KCNQ1 potassium channel; AID 2642; P51787; B-score at 10 µM; actives 1.3% (n = 310,000); CHO-K1 KCNQ1, FluxOR thallium flux fluorescence; hits give high values;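 active means compounds whose thallium flux B-score, printed positive for inhibition, exceeds three library SD while starting fluorescence stays within three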;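 further: channel opened by potassium depolarization with thallium stimulus after 20 min compound exposure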
PolyA inh – blocks polyadenylation in yeast reporter cells. AID 1875. actives 0.02% (n = 300,000). calls only at 12 µM. S. cerevisiae SKY197-pL101 polyadenylation reporter, beta-gal luminescence; efflux-impaired pdr1/pdr3 knockout yeast; score 100 = 6 SD above DMSO;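 active means lowest replicate activity score at least 50, where 100 means six control SD above control mean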;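 further: yeast exposed to compound for 9 h at 30 °C; higher score means more reporter readthrough which indicates perturbed polyadenylation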
hERG rescue – compounds protecting human hERG from proarrhythmic drug block; activation (rescue from dofetilide block), less the hit threshold, % at 10 µM; CHO-hERG, FluxOR thallium flux, dofetilide IC70 present; actives 0.51% (n = 310,000); Q12809;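 active means activation above the mean of controls blocked by dofetilide plus 5 SD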;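 further: thallium influx through hERG after potassium depolarization seen as dye fluorescence rise; in these data hits start at about 4.7%; inactives centre near -7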
Target sequence (Q12809 whole entry, looked up): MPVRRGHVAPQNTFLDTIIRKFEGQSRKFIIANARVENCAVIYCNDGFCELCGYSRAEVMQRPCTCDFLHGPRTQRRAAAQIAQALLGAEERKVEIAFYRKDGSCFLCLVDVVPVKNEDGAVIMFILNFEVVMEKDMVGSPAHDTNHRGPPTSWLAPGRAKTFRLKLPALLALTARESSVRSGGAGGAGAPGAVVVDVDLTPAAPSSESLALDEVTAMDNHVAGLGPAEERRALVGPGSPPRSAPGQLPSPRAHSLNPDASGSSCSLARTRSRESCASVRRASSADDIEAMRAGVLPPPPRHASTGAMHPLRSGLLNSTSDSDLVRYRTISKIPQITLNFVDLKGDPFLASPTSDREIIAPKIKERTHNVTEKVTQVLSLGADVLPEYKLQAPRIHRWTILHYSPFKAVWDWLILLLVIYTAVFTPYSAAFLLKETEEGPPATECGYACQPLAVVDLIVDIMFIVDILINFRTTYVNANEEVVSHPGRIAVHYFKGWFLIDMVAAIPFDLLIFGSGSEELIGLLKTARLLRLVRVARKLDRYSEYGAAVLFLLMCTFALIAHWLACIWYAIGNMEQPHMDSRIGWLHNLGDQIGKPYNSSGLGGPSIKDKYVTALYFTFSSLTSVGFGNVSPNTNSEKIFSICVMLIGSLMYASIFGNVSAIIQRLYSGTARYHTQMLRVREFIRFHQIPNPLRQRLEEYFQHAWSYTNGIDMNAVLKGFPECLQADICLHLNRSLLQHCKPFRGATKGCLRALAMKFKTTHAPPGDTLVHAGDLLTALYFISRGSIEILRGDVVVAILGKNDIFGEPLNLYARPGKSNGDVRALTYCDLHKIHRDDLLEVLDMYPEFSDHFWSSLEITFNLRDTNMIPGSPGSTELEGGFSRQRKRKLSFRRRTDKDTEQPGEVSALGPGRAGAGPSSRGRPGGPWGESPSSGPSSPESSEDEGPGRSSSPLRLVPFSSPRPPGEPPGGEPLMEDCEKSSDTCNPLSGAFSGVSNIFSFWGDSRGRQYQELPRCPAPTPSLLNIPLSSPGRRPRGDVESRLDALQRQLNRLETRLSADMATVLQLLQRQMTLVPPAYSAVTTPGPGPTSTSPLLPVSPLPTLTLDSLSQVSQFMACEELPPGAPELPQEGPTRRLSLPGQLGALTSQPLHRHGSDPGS
DYRK1A inh – inhibitors of rat Dyrk1A kinase. AID 504441. ADP-Glo luminescence, NFATc1 peptide. actives 0.43% (n = 310,000). inhibition, % at 12.5 µM. Q63470; in the data active means inhibition above about 50%;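 further: plate controls were vehicle with enzyme for no effect and no enzyme for full effect; many of its hits are not listed in these tables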
KCNK3 block – human KCNK3 channel inhibition, primary screen; O14649; CHO-KCNK3 thallium flux, FluxOR fluorescence; hits give low values; B-score at 10 µM; actives 0.84% (n = 340,000);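 active means B-score under library mean minus 4 SD, starting fluorescence ratio at most library mean plus 5 SD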;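 further: more negative B-score means stronger inhibition of thallium flux through KCNK3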
KCNK9 inh – blocks the human KCNK9 two-pore domain potassium channel | Q9NPC2 | HEK293 KCNK9, FluxOR thallium flux fluorescence; hits give low values | B-score at 10 µM | actives 1.2% (n = 310,000);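 active means ratio B-score over 3 SD below the library mean, with starting fluorescence within 5 SD of its mean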;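 further: negative B-score means less thallium flux so channel inhibition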
RGS4 pot – potentiators or activators of RGS4; actives 0.92% (n = 310,000); B-score at 10 µM; AID 463111; HEK293 M3R/inducible RGS4, carbachol calcium flux Fluo4; hits give low values;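 active means B-score of the integrated calcium signal more than 4 SD below the library mean, with starting fluorescence not abnormally high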;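 further: negative B-score means reduced calcium response which marks RGS4 activation or potentiation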
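Also added: carbachol at ECmax as muscarinic agonist stimulus; Assay system: HEK293 cells with stable M3R and inducible RGS4; Timing: overnight RGS4 induction, 30 min dye load 37 °C, 20 min compound RT; Measured by: Fluo4-AM (2 µM) calcium-flux fluorescence, kinetic read.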
* = called active by the depositor; i = inactive; . = no result given.

SMILES	GSK3A inh	DYRK1A inh	KCNK9 inh	HDAC3 inh	RGS4 pot	KCNQ1 block	KCNK3 block	hERG rescue	KCNQ1 pot	GSK3beta inhib	PolyA inh
[O-][n+]1onc2c3cc(-c4ccccc4)nnc3ccc21	-1	7	i	2	i	i	i	-6	i	2	i
COc1cc(/C=C/C(=O)OCC(=O)Nc2ccc(NC(C)=O)cc2)cc(S(=O)(=O)N2CCc3ccccc32)c1OC	.	-4	i	10	i	i	i	-6	i	2	i
CCCCCCc1ccc(-c2ncc(N)cn2)cc1	-2	-1	i	3	i	i	i	-10	i	-4	i
O=C(CSc1nc(O)cc(=O)n1-c1ccccc1)Nc1ccccn1	-1	4	i	-2	i	i	i	-12	i	-1	i
Cn1cccc1-c1cc(C(=O)N2CCc3c([nH]c4ccccc34)C2c2ccccn2)[nH]n1 (centres undefined)	4	5	i	-1	i	i	i	-26	i	3	i
CCOC(=O)C1C(=O)CC(C)(O)C(C(=O)OCC)C1c1ccccc1 (centres undefined)	-4	-8	i	-13	i	i	i	-7	i	1	i
COc1ccc(S(=O)(=O)NCCCN2CCOCC2)c2ccccc12	2	-5	i	-1	i	i	i	-6	i	0	i
COc1nc(/C(N)=N/O)nc(N2CCCCC2)n1	-1	3	i	-5	i	i	i	-4	i	3	i
Cc1ccc(-c2nc3nc4ccccc4nc3n2Cc2ccco2)cc1	1	4	i	3	i	i	i	-1	i	2	i
COc1cc(C(CCN2CCOCC2)c2c(OC)cc(OC)c3c2OC(=O)CC3c2ccc(N(C)C)cc2)cc(OC)c1OC (centres undefined)	1	35	i	-1	i	i	i	-10	i	-2	i
Cc1nc(CCNS(=O)(=O)c2cccnc2)cs1	-1	0	i	0	i	i	i	-16	i	2	i
COc1ccc(CCNC(=O)c2ccc3ccccc3n2)cc1	-1	38	i	4	i	i	i	-13	i	2	i
CSc1nc2ccccc2n1CC(=O)Nc1c(C)cccc1C	2	-9	i	3	i	i	i	-9	i	-4	i
CN(Cc1ccc(F)cc1)C(=O)CNC(=O)c1ccc2c(c1)OCO2	1	6	i	-2	i	i	i	-15	i	-3	i
OC(COC(c1ccc(Cl)cc1)c1ccc(Cl)cc1)CN1CCCC1 (centres undefined)	4	5	i	-2	i	i	i	-23	i	-1	i
O=c1c(-c2nc3ccccc3s2)cccn1Cc1ccc(Cl)cc1	5	3	i	-10	i	i	i	-10	i	6	i
CC(C)CNc1nc(SCC(=O)Nc2ccccc2)nc(N2CCOCC2)n1	1	-12	i	-2	i	i	i	-1	i	-23	i
CCCC(=O)N(Cc1cc(=O)[nH]c2ccccc12)c1ccc(OC)cc1	2	2	i	4	i	i	i	0	i	-2	i
Nc1nnc(Cc2ccccc2F)s1	-1	1	i	-7	i	i	i	-9	i	-3	i
Cc1ccccc1COC(=O)c1nn(-c2ccccc2)nc1N	-2	0	i	-2	i	i	i	-3	i	-2	i
CCOC(=O)c1sc2nc(C)cc(C)c2c1N	-1	3	i	-18	i	i	i	-10	i	-1	i
CC1=NN(/C(=N\c2nnc(C)s2)Nc2ccc(C(C)(C)C)cc2)[C@H](c2ccc(C)cc2)S1	1	1	i	15	i	8*	i	-5	i	-9	i
O=C(COc1ccc2ccccc2c1)NNC(=O)Cc1cccc2ccccc12	2	-1	i	-3	i	i	i	-2	i	-1	i
COc1ccccc1NS(=O)(=O)c1cc(NC(=O)c2sc3cc(Cl)ccc3c2Cl)ccc1C	.	-5	i	4	i	i	i	-10	i	-6	i
CCN1CCCc2cc(CN(CCN3CCOCC3)C(=S)Nc3ccc(OC)c(Cl)c3)ccc21	1	1	i	-2	i	i	i	-7	i	-1	i
O=C(c1ccco1)N1CCN(c2ccc([N+](=O)[O-])cc2F)CC1	2	2	i	-6	i	i	i	-9	i	1	i
CCC(C(=O)NC1CCCC1)N(Cc1ccc2c(c1)OCO2)C(=O)c1snc(C(N)=O)c1N (centres undefined)	7	3	i	-2	i	i	i	-13	i	1	i
COc1cccc(NC(=O)c2cc3ccccc3oc2=O)c1	-1	6	i	-1	i	i	i	-5	i	3	i
COc1cc(OC)c(C(=O)NC2CCCCCC2)cc1OC	2	-5	i	0	i	i	i	-6	i	1	i
CC(C)Nc1ncnc2c1nnn2Cc1ccccc1	0	1	i	-2	i	i	i	-4	i	6	i
O=C(OCC(=O)N1CCN(c2ccccc2)CC1)c1ccc(O)cc1O	-1	-9	i	1	i	i	i	-8	i	1	i
O=C(NC(=S)NNC(=O)c1ccccc1O)c1ccccc1	-2	4	i	3	i	i	i	-9	i	2	i
Cn1c(-c2c(N)n(-c3ccccc3)c3nc4ccccc4nc23)nc2ccccc21	-1	1	i	4	i	i	i	-7	i	0	i
OCCNc1nc(C2CC2)nc2c1nnn2Cc1ccccc1Cl	-1	0	i	4	i	i	i	-6	i	-3	i
Cc1cc(C(F)F)n2nc(C(=O)Nc3ccc(F)cc3F)nc2n1	-2	-6	i	-5	i	i	i	-7	i	-2	i
N=C1C(c2ccccc2)=C(O)CN1c1cccc(S(=O)(=O)N2CCOCC2)c1	0	-7	i	-6	i	i	i	-16	i	2	i
N#Cc1cccc(-n2nnnc2-c2ccccn2)c1	0	0	i	-2	i	i	i	-3	i	-7	i
CCOC(=O)CNC(=O)Cn1cnc2c(nnn2-c2ccc(C)cc2)c1=O	.	-2	i	0	i	i	i	-10	i	-7	i
Cn1c(=O)n(C)c2cc(N3CCOCC3)c(NC(=O)c3ccc(F)cc3)cc21	2	0	i	-3	i	i	i	-14	i	-1	i
Cc1csc2nc(O)c(C(=O)NCCCN3CCCC3=O)c(=O)n12	1	-5	i	3	i	i	i	-15	i	0	i
Cc1c(NC(=O)CSc2ncnc3ccccc23)c(=O)n(-c2ccccc2)n1C	0	0	i	1	i	i	i	-4	i	1	i
COc1ccc(C(=O)C2CCCN(Cc3cccc4c3OCO4)C2)cc1OC (centres undefined)	7	0	i	5	i	i	i	-2	i	3	i
COc1ccc(S(=O)(=O)N2CCC(C(=O)NCCc3ccc4c(c3)OCO4)CC2)cc1	0	1	i	-4	i	i	i	-11	i	2	i
CCc1c(C)sc(NC(=O)c2ccccc2[N+](=O)[O-])c1C(N)=O	2	.	i	10	i	i	i	-8	i	1	i
COc1cccc(C(=O)Nc2ccc(NC(=O)C3C4C=CC(C4)C3C(=O)O)cc2)c1 (centres undefined)	0	-2	i	4	i	i	i	-7	i	-3	.
Cn1nnc(C(O)CN2CCOCC2)n1 (centres undefined)	.	5	i	10	i	i	i	-8	i	1	i
COc1ccc([N+](=O)[O-])cc1N(CC(O)CN1CCCCC1)S(=O)(=O)c1ccccc1 (centres undefined)	-2	1	i	4	i	i	i	-7	i	-1	.
O=C(C1=C(O)C(=O)N(CCN2CCOCC2)C1c1cccc(F)c1)c1cc2ccccc2o1 (centres undefined)	0	-2	i	2	i	i	i	-10	i	1	i
Brc1ccccc1-c1csnn1	0	7	i	-18	i	i	i	-4	i	4	i
Cc1ccc(C)c(C(=O)CCC(=O)Nc2cccnc2)c1	0	5	i	-7	i	i	i	-11	i	0	i
CCCCCc1nnc(NC(=O)CN2C(=O)C3CCCCC3C2=O)s1 (centres undefined)	1	12	i	0	i	i	i	-11	i	0	i
O=C(NNC1=NCCC1)c1cccc(S(=O)(=O)N2CCCC2)c1	-1	-1	i	-7	i	i	i	-5	i	3	i
Cc1cc(C)c(NC(=O)CS(=O)CC(=O)NCCCc2ccccc2)c(C)c1 (centres undefined)	-7	1	i	-3	i	i	i	-8	i	-3	i
O=C1C=C(NCc2ccc(Cl)cc2Cl)C2(CCCCC2)O1	-6	-6	i	3	i	i	i	-1	i	1	i
Cn1c(SCC(=O)N2CCc3ccccc3C2)nnc1-c1ccncc1	-5	-9	i	-1	i	i	i	-3	i	2	i
Brc1cc2c(cc1C1Nc3ccccc3C3C=CCC31)OCO2 (centres undefined)	0	-3	-8.3*	4	i	i	i	-12	i	-5	i
CN(C)CCNC(=O)Cn1nc(-c2ccc(Cl)cc2)ccc1=O	1	4	i	0	i	i	i	-6	i	-1	.
Cc1cccc2cc(CN(CCCN3CCOCC3)Cc3nnnn3C(C)(C)C)c(=O)[nH]c12	-1	6	i	.	i	i	i	-4	i	1	i
O=S(=O)(N/N=C\c1ccc2c(c1)OCO2)c1ccc(F)cc1	-7	-4	i	-4	i	i	i	-9	i	4	i
C#CCn1c(=NC(=O)c2ccccc2[N+](=O)[O-])sc2cc(S(C)(=O)=O)ccc21	-1	-2	i	-5	i	i	i	-1	i	-3	i
O=C(N1CCC(O)(c2cccnc2)CC1)C12CC3CC(CC(C3)C1)C2	0	-3	i	-9	i	i	i	-6	i	2	i

Limited to RGS4 pot, KCNQ1 block and DYRK1A inh (2 entries from above):
smiles | RGS4 pot | KCNQ1 block | DYRK1A inh
Cn1c(SCC(=O)N2CCc3ccccc3C2)nnc1-c1ccncc1 | i | i | -9
Brc1cc2c(cc1C1Nc3ccccc3C3C=CCC31)OCO2 (centres undefined) | i | i | -3

Source: PubChem BioAssay (several laboratories)

Some of the compounds tested. The share of hits here may be higher or lower than overall.
